Screening data deposited in PubChem by National Center for Advancing Translational Sciences (NCATS).
Lipid storage S3 = qHTS Assay for Lipid Storage Modulators in Drosophila S3 Cells. Drosophila S3 cells, BODIPY lipid droplet fluorescence, 18-24 h; cells fed with added oleic acid. lipid storage change, negative = inhibition, % at the top dose, mostly 46.1 µM; hits show Potency in µM. 320,000 compounds, 0.64% hits. AID 2685; active = well fitted inhibition curve with a large enough effect in the signal ratio, with a control signal flat, not every such curve was filed as active; inconclusive = small, poorly fitted or top-dose-only effect, or effect the other way, or a change in a side signal; the % refers to the signal ratio
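Laser-scanning cytometry quantifies lipid droplet accumulation (500–530 nm total intensity; droplet/cell object ratio) in oleic acid-fed (400 uM added) Drosophila S3 cells treated with a concentration series. 20 uM Triacsin C defined 100% inhibition.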
Lipid storage S3 cell count max = also measured in Lipid storage S3; calls as there; cell number change, %; measured here: cell count max response;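 cells counted by Cell Tracker Red CMTPX staining in the red channel; peak over a dose series mostly up to 46.1 µM; percent activity relative to internal control wells on each plate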
* hit, by the source's call; i = inactive; ? = inconclusive; nt = not tested or not shown; [ ] = dose if it differs, or a comment. % is set by controls: 0 for no effect and ±100 for the full control effect; potency is the fitted concentration of half-maximal effect.

Fields – Lipid storage S3 cell count max | Lipid storage S3
Cn1c(=O)c(=O)n(C)c2cc(N3CCCCC3)c(NS(=O)(=O)c3ccc([N+](=O)[O-])cc3)cc21
    -16.8 | 28.3%
O=C(COC(=O)COc1ccccc1)Nc1ncc([N+](=O)[O-])s1
    nt | ?
S=C1NC(c2ccccc2)N2C(=S)NC(c3ccccc3)N12 (centres undefined)
    nt | ?
CCOc1ccc(OCCC(=O)OCC(=O)Nc2ccc3c(c2)OCCO3)cc1
    nt | ?
COc1cc(C(=O)/C=C/Nc2ccc(NC(C)=O)cc2)cc(OC)c1OC
    nt | ?
O=C(Nc1nnc(COc2ccc(F)cc2)s1)c1cccs1
    nt | 31.0%
COc1cc(COC(=O)Oc2ccc(CNC(C)=O)cc2OC)c([N+](=O)[O-])cc1OC
    nt | ?
COC(=O)Cc1c(C)[nH]n(-c2cc(Cl)cc(Cl)c2)c1=O
    nt | ?
COc1cc(CC(=O)Nc2nc(-c3ccccc3)c(C(C)=O)s2)cc(OC)c1OC
    nt | ?
Cc1ccccc1N=Nc1c(C)[nH]n(-c2ccccc2)c1=O
    nt | ?
O=C(Cc1ccccc1[N+](=O)[O-])Nc1ccc(S(=O)(=O)N2CCCC2)cc1
    20.8 | -4.3%
COc1cc(NC(=S)NCc2cccs2)cc(OC)c1
    nt | ?
COc1ccc(CC2=C(O)c3ccccc3C(=O)C2=O)cc1
    nt | ?
C#CCOc1ccccc1/C=N/NC(=O)c1ccccc1OCc1ccccc1
    nt | ?
CN(C(=O)c1ccc(NC(=O)Cc2ccc(NC(=O)C3CCN(C(=O)C4CCCCC4)CC3)cc2)cc1)C1CC1
    nt | ?
CC(C)C[C@H](NC(=O)OC(C)(C)C)c1n[nH]c(=S)n1N
    nt | ?
CCOc1ccccc1NC(=O)CN(c1nccs1)S(=O)(=O)c1ccc(N)cc1
    nt | ?
CCOc1cc(C(C(=O)NCC2CCCO2)N(C(=O)Cn2nnc3ccccc32)c2ccc(NC(C)=O)cc2)ccc1O (centres undefined)
    1.3 | i
Cc1ccc2nc(C(F)OC(F)(F)F)[nH]c2c1 (centres undefined)
    -8.9 | 18.4%
CN(C)c1nc(C(=O)O)nc(N2CCOCC2)n1
    nt | ?
Cc1ccc(S(=O)(=O)N2CCOCC2)cc1C(=O)NCc1cn2ccsc2n1
    3.9 | 7.2%
CCOc1ccccc1NC(=O)NCc1ccc2c(c1)OCO2
    nt | ?
O=C(NCCNC(=O)c1cnccn1)c1ccc(Cl)c(Cl)c1
    nt | ?
Cc1oc2c(c(C)cc3oc(=O)c(CC(=O)N[C@@H](CC(C)C)C(=O)O)c(C)c32)c1C
    nt | ?
O=C(NCCc1ccc(Cl)cc1)c1ccc(CS(=O)Cc2ccccc2Cl)o1 (centres undefined)
    nt | i
COC(=O)N/N=C/c1cc(C)n(-c2ccc(F)cc2)c1C
    nt | ?
Cc1cc(C)n(C2CC(=O)N(c3cccc(Cl)c3)C2=O)n1 (centres undefined)
    10.6 | -1.9%
CCc1ccc(CCC(=O)Nc2ccccc2C(=O)O)o1
    nt | ?
Cc1ccc(N(CC(=O)NCCSc2ccccn2)S(C)(=O)=O)cc1
    -0.3 | -0.1%
O=C(Nc1nc(-c2ccccc2)cs1)c1cccnc1
    nt | ?
O=C(NC(=S)NCC1CCCO1)c1ccccc1[N+](=O)[O-] (centres undefined)
    nt | ?
Cc1ccc(C(=O)Oc2ccc(C(=O)COC(=O)C3CC(=O)N(Cc4ccco4)C3)cc2)cc1 (centres undefined)
    -16.6 | -6.3%
O=C(O)CCC(=O)Nc1cccc(-c2nnc(-c3ccccc3)o2)c1
    nt | ?
Fc1ccc(NCc2n[nH]c(=S)n2Cc2ccccc2)cc1
    -10.4 | 4.4%
CCNC(=O)NS(=O)(=O)c1cnccc1Nc1cccc(Cl)c1
    -1.3 | 5.1%
CC12CCC(C(=O)Nc3nc4ccc(Br)cc4s3)(OC1=O)C2(C)C (centres undefined)
    nt | ?
COc1ccc(OC)c(N=c2ssnc2Cl)c1
    nt | ?
c1nc(NCC2(N3CCOCC3)CCCCC2)c2ccsc2n1
    nt | ?
CS(=O)(=O)N1N=C(c2ccccc2)CC1c1cccs1 (centres undefined)
    -4.8 | 0.1%
COC(=O)c1ccc(/C=N/Nc2nc3ccccc3[nH]2)cc1
    nt | ?
O=Nc1c2cc(-c3ccccc3)[nH]nc-2c2ccccc12
    19.5 | 21.0%
O=C(CC1SC(=Nc2ccc(OC(F)F)cc2)N(CCN2CCOCC2)C1=O)Nc1ccccc1 (centres undefined)
    nt | ?
CC(C)(C)C1CCC2(CC1)SCC(=O)N2c1ccccc1 (centres undefined)
    -2.9 | 9.1%
COc1ccc(C(=O)Nc2ccccc2C(=O)Nc2ccc(C(=O)O)cc2)cc1
    nt | ?
COc1ccc(C(=O)c2ccccc2)c2c(O)ccc(C(=O)c3ccccc3)c12
    nt | ?
COCCNS(=O)(=O)c1ccc2c(c1)n(C)c(=O)n2C
    nt | ?
O=C1/C(=C/c2ccccn2)COc2ccccc21
    nt | ?
O=C(/C=C/c1ccc(F)cc1)NC(=S)NNC(=O)c1cnccn1
    nt | ?
Cc1cccc(NC(=S)NCCN2CCOCC2)c1C
    8.4 | 2.6%
O=C(NCc1cccc(Cl)c1)c1ccc2c(c1)OCO2
    nt | ?
Cc1ccccc1NS(=O)(=O)c1cc(C(=O)Nc2cccc([N+](=O)[O-])c2)ccc1C
    nt | ?
Nn1c(SCC(=O)Nc2ccc(F)cc2)nnc1C1CCCCC1
    24.0 | i
O=C(N1CCCC1)n1c(Cc2ccccc2)nc2ccccc21
    nt | ?
N#Cc1nnn(-c2cc(Cl)cc(Cl)c2)c1N
    3.0 | 11.2%
CC(=O)c1c(C)[nH]c(C(=O)COC(=O)c2c(C)noc2C)c1C
    -1.7 | 18.0%
CCc1nc(N2CCCC(C)C2)c2oc3ccccc3c2n1 (centres undefined)
    nt | ?
CCN1CCN(S(=O)(=O)c2ccc(Cl)c(C(=O)N(C)Cc3cccs3)c2)CC1
    nt | ?
Cc1ccc(OCC(=O)N(Cc2ccccc2)c2c(N)n(Cc3ccccc3)c(=O)[nH]c2=O)c(C)c1
    nt | ?
COC(=O)c1c(C)cc(OC(C)=O)c(C)c1OC(C)=O
    nt | ?
COc1ccc(OCC(O)CNCCNc2nccc(C(F)(F)F)n2)cc1 (centres undefined)
    -9.9 | 5.3%

(next part)
Fields – Lipid storage S3 cell count max | Lipid storage S3
N#Cc1c(C(F)(F)F)cc(-c2cccs2)nc1SCc1cccnc1
    nt | ?
CC(C)Cc1nnc(NC(=O)c2ccc3c(c2)NC(=O)C(C)S3)s1 (centres undefined)
    nt | ?
CC(C)CC(NS(=O)(=O)c1ccc2c(c1)oc(=O)n2C)C(=O)NC1CCCc2ccccc21 (centres undefined)
    nt | ?
CS(=O)(=O)N1CCN(C(=O)Cc2cccs2)CC1
    nt | ?
COCCNC(=O)/C(C#N)=C/c1cccs1
    2.0 | 12.1%
CSc1ncccc1C(=O)NCC(c1cccs1)N1CCOCC1 (centres undefined)
    nt | ?
Cc1cccc(C)c1NC(=O)C(NC=O)c1ccccc1Cl (centres undefined)
    -9.2 | -0.8%
CC(=O)Cc1nsc(NC(=O)c2ccc(COc3cccc(C)c3)o2)n1
    nt | ?
Cc1ccc(-n2nc3c(=O)n(CC(=O)NCCc4ccc(Cl)cc4)nc(C)c3c2C)cc1
    -10.8 | 12.1%
CCOC(=O)C1CCCN(Cc2cn[nH]c2-c2ccc(F)cc2F)C1 (centres undefined)
    2.7 | 0.5%
O=C(Nc1ccccc1N1CCCC1)C1CCN(S(=O)(=O)c2cccc(C(F)(F)F)c2)CC1
    19.2 | -22.9%[0.0737 µM]
CCOC(=O)c1ccc(N2CCN(c3ccccc3F)CC2)c(NC(=O)Nc2ccccc2)c1
    -1.6 | 20.3%
COc1ccc(NC(=O)c2c(NC(=O)CNCC(C)C)sc3c2CCC3)c(OC)c1
    -5.4 | -18.5%
COc1ccc(CCNc2ncnc3c2c(C)c(C)n3CCCN(C)C)cc1OC
    nt | i
Cc1cc(NC(=O)CC2CCCC2)n(-c2nc3ccccc3[nH]2)n1
    nt | ?
O=C(N/N=C/c1ccncc1)c1nc2ccccc2c(=O)[nH]1
    -1.2 | -1.8%
CCN(CC)C(=O)Cn1cc(C(=O)C(=O)N2CCc3ccccc32)c2ccccc21
    13.1 | 2.3%
c1ccc(C2CC(c3cccs3)n3nnnc3N2)cc1 (centres undefined)
    11.4 | -5.7%
Cc1cc2nc(-c3ccc(SCc4ccc(C(=O)O)cc4)nc3)[nH]c2cc1C
    nt | ?
O=C(O)c1ccc2c(c1)C(=O)N([C@H](Cc1ccc(F)cc1)C(=O)O)C2=O
    -3.0 | -0.4%
Cn1cnnc1SCc1nc(N)nc(Nc2ccccc2)n1
    -16.8 | -12.5%
CCOc1ccccc1/C=N/Nc1ccccc1[N+](=O)[O-]
    2.9 | 17.3%
Cc1cc(/C=C(\C#N)C(=O)Nc2ccc(F)cc2)c(C)n1-c1ccc(N2CCOCC2)c([N+](=O)[O-])c1
    -24.3 | i
O=C(/C=C/c1cc([N+](=O)[O-])ccc1OC(F)F)NCc1ccc(F)cc1
    -1.9 | -22.4%
COC(=O)C1CSc2[nH]c(=O)sc2C1c1ccccc1 (centres undefined)
    nt | ?
Cc1ccc(N(C(=O)c2ccco2)C(C(=O)NC2CCCC2)c2cccnc2)cc1C (centres undefined)
    nt | ?
COc1cc2c(cc1OC)-c1c(OC)c(OC)cc3ccnc(c13)C2=O
    nt | ?
O=C(NC(=S)N1CCN(c2ccccn2)CC1)c1ccccc1
    nt | ?
COc1ccc(NC(=O)CC2Oc3ccccc3NC2=O)c(OC)c1 (centres undefined)
    8.5 | 8.1%
Cc1ccc(S(=O)(=O)NCCc2ccc(S(N)(=O)=O)cc2)cc1
    nt | ?
Cc1ccc(NC(=O)C(=O)NCC2CCN(C(=O)c3cccc([N+](=O)[O-])c3)CC2)cc1
    11.2 | 18.2%
CCOC(=O)c1nn(-c2ccccc2C)c(=O)cc1OCC(=O)Nc1cccc(OC)c1
    nt | ?
Cn1ccnc1SCC(=O)Nc1ccccc1
    -1.0 | 4.6%
Cc1cc(NC(=O)CN2C(=O)CCSc3ccccc32)no1
    1.1 | 5.1%
O=C(O)CSCC(=O)Nc1ccc(C(F)(F)F)cc1
    nt | ?
Cc1cc2c(cc1S(=O)(=O)N1CCCCC1)OCC(=O)N2
    4.9 | 11.6%
O=C(Cn1cnc2ccccc2c1=O)NC1CCCc2ccccc21 (centres undefined)
    nt | ?
CC(C)CC(=O)Nc1ccc(Nc2ccccc2)cc1
    nt | ?
NC(=S)NC1CCS(=O)(=O)C1 (centres undefined)
    -17.1 | 0.2%
CCN(CC)c1ccc(NC(=O)CSc2ccsc2[N+](=O)[O-])c(C)c1
    nt | ?
O=c1c2c3c(sc2nc2n1N=C(c1cccs1)CS2)CCCC3
    nt | ?
COc1cccc(CC(=O)OCC(=O)NNC(=O)c2ccc(Br)cc2)c1
    11.1 | -19.1%
COC(=O)N/N=C/C1=CCC2CC1C2(C)C (centres undefined)
    nt | ?
COCCn1c(-c2ccco2)csc1=Nc1cccnc1
    nt | ?
O=C(C1=C(O)C(=O)N(CCN2CCOCC2)C1c1ccc([N+](=O)[O-])cc1)c1cc2ccccc2o1 (centres undefined)
    -16.5 | i
CNC(=O)/C(C#N)=C1\SC(Cc2ccc(F)cc2)C(=O)N1c1ccccc1C (centres undefined)
    10.9 | 5.2%
Cc1ccc(C)c(CN2CCSCC2)c1
    nt | ?
Cc1cc(C)cc(NC(=O)c2ccc(CNc3c(N4CCOCC4)c(=O)c3=O)cc2)c1
    nt | ?
O=C(NCCCc1ccccc1)C1CCN(c2nnc(-n3cccc3)s2)CC1
    1.9 | -0.6%
CCNC(=O)NC1(C(=O)Nc2ccc3c(c2)CCC3)CCCCC1
    nt | ?
CCOc1ccc(NC(=O)C2CCN(S(=O)(=O)c3ccc4c(c3)N(C(C)=O)CCO4)CC2)cc1
    15.3 | i
COc1ccccc1OCCNC(=O)C1CC(=O)N(c2cccc(SC)c2)C1 (centres undefined)
    nt | ?
O=C(CC(Nc1ccc(Cl)cc1Cl)C(=O)O)c1ccccc1 (centres undefined)
    -15.8 | -15.1%
Cc1sc(NC(=O)Cc2ccc3c(c2)OCO3)nc1-c1ccc2c(c1)CCN2C(=O)c1cccc(F)c1
    nt | ?
Cc1nc2sc(-c3ccccc3)cc2c(=O)n1-n1cccc1
    -18.6 | -2.5%

Not all compounds are listed (hit frequency here may not be typical).
